Screens deposited in PubChem by The Scripps Research Institute Molecular Screening Center.
GPR151 ag: activates the human receptor GPR151. Q8TDV0. PathHunter beta-arrestin GPR151 cells, luminescence. activation, % at 11.2 µM. actives 1% (n = 650,000). AID 1508602; in the data active = activation above about 4.9%;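 note: 0% = median of compound wells and 100% = cells with positive control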
Target sequence (Q8TDV0 whole entry, looked up): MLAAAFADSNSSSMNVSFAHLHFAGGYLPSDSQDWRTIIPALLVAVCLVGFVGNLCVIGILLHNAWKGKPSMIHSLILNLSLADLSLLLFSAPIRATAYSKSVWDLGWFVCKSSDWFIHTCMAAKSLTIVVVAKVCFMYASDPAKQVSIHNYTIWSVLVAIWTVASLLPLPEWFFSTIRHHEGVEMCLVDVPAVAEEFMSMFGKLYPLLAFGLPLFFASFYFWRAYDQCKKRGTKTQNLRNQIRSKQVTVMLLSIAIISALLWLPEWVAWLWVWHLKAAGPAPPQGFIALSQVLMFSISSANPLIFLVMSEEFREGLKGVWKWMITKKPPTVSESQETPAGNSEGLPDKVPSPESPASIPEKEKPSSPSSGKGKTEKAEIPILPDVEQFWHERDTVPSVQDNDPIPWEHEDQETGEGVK
TEAD-YAP block: TEAD-YAP interaction inhibition; HEK-TIYL cells, TEAD-Gal4/YAP UAS-luciferase luminescence; inhibition, % at 9.12 µM; actives 1.4% (n = 640,000); in the data active = inhibition above about 32%;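 note: 0% = median of test compound wells and 100% = reference inhibitor wells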
FBW7 activator: human FBW7 E3 ligase activation, primary screen; Q969H0; AlphaScreen FBW7–phospho-cyclin E peptide binding, activator screen; normalized activity (activation), % at 26.1 µM; actives 0.13% (n = 650,000); in the data active = normalized activity above about 1.9%;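 note: purified mutant Fbw7 with reduced substrate affinity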
MITF primary: human MITF inhibition, primary screen; O75030; AlphaScreen MITF homodimerization, bead proximity signal; inhibition, % at 2.6 µM; actives 0.91% (n = 650,000); AID 1259374; in the data active = inhibition above about 50%;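 note: 0% = vehicle wells with protein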
Target sequence (O75030 whole entry, looked up): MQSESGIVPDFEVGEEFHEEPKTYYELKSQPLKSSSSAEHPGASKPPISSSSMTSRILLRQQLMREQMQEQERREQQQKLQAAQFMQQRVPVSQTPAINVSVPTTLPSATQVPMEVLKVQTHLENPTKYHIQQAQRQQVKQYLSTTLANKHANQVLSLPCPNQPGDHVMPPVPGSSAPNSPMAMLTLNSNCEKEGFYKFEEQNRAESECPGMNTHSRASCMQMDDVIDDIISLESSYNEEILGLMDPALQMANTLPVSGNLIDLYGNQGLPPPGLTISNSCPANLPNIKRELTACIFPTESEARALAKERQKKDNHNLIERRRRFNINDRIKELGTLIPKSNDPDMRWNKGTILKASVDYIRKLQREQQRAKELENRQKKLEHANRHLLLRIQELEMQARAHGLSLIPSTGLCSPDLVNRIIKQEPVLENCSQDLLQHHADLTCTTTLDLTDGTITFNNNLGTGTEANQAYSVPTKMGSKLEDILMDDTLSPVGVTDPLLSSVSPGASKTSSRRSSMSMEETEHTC
Active calls of the source: *.

The opening two records, to show the layout:
SMILES	GPR151 ag	TEAD-YAP block	FBW7 activator	MITF primary
COc1ccc(-c2nc(-c3ccc(Cl)cc3)no2)c(OC)c1	-1.8	-32	0.5	12
COc1ccc(C2=N/C(=C\c3ccccc3[N+](=O)[O-])C(=O)O2)c(Cl)c1	0.0	-10	0.0	-2

Results, from the first entry:
SMILES	GPR151 ag	TEAD-YAP block	FBW7 activator	MITF primary
COc1ccc(-c2nc(-c3ccc(Cl)cc3)no2)c(OC)c1	-1.8	-32	0.5	12
COc1ccc(C2=N/C(=C\c3ccccc3[N+](=O)[O-])C(=O)O2)c(Cl)c1	0.0	-10	0.0	-2
COc1ccc(NC(=O)CCCCCn2c(SCC(=O)NCc3ccc(C)cc3)nc3ccsc3c2=O)cc1	-0.3	-7	-0.1	-6
Cn1c(Nc2nc(N)c3[nH]cnc3n2)nc2ccccc21	-0.5	-5	-0.2	4
Nc1ccc(S(=O)(=O)N2CCOCC2)cc1C(F)(F)F	-0.5	4	-0.1	11
O=C(CNC(=S)N(CCCN1CCOCC1)Cc1cccs1)N1CCOCC1	-0.1	-3	0.2	-3
O=C(NNc1ccccc1)c1ccc(Cl)c([N+](=O)[O-])c1	0.2	3	0.0	13
Cc1ccc2oc(=O)c3cnn(CC(=O)Nc4ccc(F)cc4Cl)c3c2c1	-1.1	4	0.6	-1
O=[N+]([O-])c1ccc(NCCc2ccccc2)c([N+](=O)[O-])c1	-1.3	4	0.0	19
COc1ccc(C2CC(=O)C3=C(C2)Nc2ccccc2NC3c2cc(Br)c(OC)c(OC)c2)cc1OC (stereo unspecified)	1.1	3	-0.1	-8
CC1(C)CC(=O)C(C=NCCCN2CCCC2=O)=C(O)C1	0.5	-1	-0.1	6
CC(=O)c1ccc(NC(=O)N2CCC3(CC2)OCCO3)cc1	-0.3	-19	-0.1	9
COCC(=O)N(CC1CCCO1)c1nnc(C)s1 (stereo unspecified)	-4.3	34*	0.1	5
COc1ccccc1C(=O)Nc1ccc(NC(=O)c2ccco2)nc1	-0.7	-68	-0.2	-2
COC(=O)C1=C(C)NC(=O)NC1c1cc(OC)c(O)c([N+](=O)[O-])c1 (stereo unspecified)	1.1	-17	0.0	5
COc1cccc(NC(=O)CSc2nc3ccccc3c(=O)n2CCCC(=O)NCCCN2CCOCC2)c1	-0.5	13	0.4	9
CSc1ccc(NC(=O)N[C@H]2C[C@H]3C(=O)N[C@@H](Cc4ccccc4)C(=O)N3C2)cc1	-0.3	11	-0.3	11
Cc1nn(C)c(Cl)c1S(=O)(=O)Nc1ccc(F)cc1F	0.8	5	0.1	6
C=CCNc1nc2c(c(=O)[nH]c(=O)n2C)n1Cc1ccccc1C	0.0	3	0.5	14
COC(=O)C(CCSC)NS(=O)(=O)c1ccccc1 (stereo unspecified)	0.0	-16	0.1	-2
O=C(NCCc1ccc(Cl)cc1)C1CCCN1c1nnc(N2CCCC2=O)s1 (stereo unspecified)	-0.8	-3	0.2	-2
COC(=O)c1ccc(/C=C/c2[nH]c(=O)[nH]c(=O)c2[N+](=O)[O-])cc1	0.8	-7	-0.1	0
COC(=O)c1cccc(Nc2nn3c(=O)c4ccccc4nc3s2)c1	0.5	-1	0.0	2
COc1ccc2cc(S(=O)(=O)N3CCC(C)CC3)ccc2c1	-0.8	-12	0.6	-5
O=C(COc1ccc(N2CCN(c3ccccn3)CC2)nn1)N1CCSCC1	0.3	10	0.0	16
SMILES	GPR151 ag	TEAD-YAP block	FBW7 activator	MITF primary
Cc1ccc(NC(=S)N(CCN(C)C)C(C)c2cccnc2)cc1 (stereo unspecified)	1.3	-9	0.0	-1
Nc1cccc(-c2cccc(C(=O)NCc3nc4ccccc4[nH]3)c2)c1	3.3	4	-0.2	-5
CCOc1ncccc1C(=O)OCC(=O)/C(C#N)=C(\C)N	-0.2	-2	-0.1	6
CC(=O)Oc1ccc(N(C(C)=O)S(=O)(=O)c2ccc(C)cc2)cc1Br	-1.6	17	0.7	0
Cc1nn(CC(=O)N2CCC3(CC2)NC(=O)c2cccnc2N3C)c(=O)c2ccccc12	1.2	-6	0.0	1
C=CCNC(=O)CC1C(=O)NCCN1Cc1ccc(OC)cc1OC (stereo unspecified)	-0.4	2	0.0	-10
O=C(Nc1ncc(Cc2cccc([N+](=O)[O-])c2)s1)c1cc2ccccc2o1	1.1	-17	-0.2	-4
Cc1ncc2c(c1CNC(=O)Cc1cccs1)CCN(C(=O)C1(C)CCCCC1)C2	-0.8	7	-0.1	74*
CC(CO)(CO)NCc1ccc(-c2ccccc2)cc1	0.6	0	0.0	-1
Cc1ccc(S(=O)(=O)NCCN(CCNS(=O)(=O)c2ccc(C)cc2)C(C)C)cc1	0.4	-9	0.0	2
O=C(N[C@H]1CC[C@@H](c2nc3ccc(-c4ccncc4)cc3[nH]2)C1)c1cccs1	1.6	14	0.1	4
O=C(Nc1cccc(NCc2ccccc2OCC(=O)N2CCCCC2)c1)c1ccccc1Cl	-1.2	0	0.0	8
Cc1[nH]c(=O)[nH]c(=O)c1NC(=O)CSc1nc2c(C)ccc(C)c2cc1C#N	-0.5	-5	0.1	14
Cc1cc(=O)oc(C)c1C(=O)NC1CCCc2ccccc21 (stereo unspecified)	-0.4	2	0.1	8
CC(=O)C1=C(O)C(=O)N(Cc2cccnc2)C1c1ccc(F)cc1 (stereo unspecified)	-0.7	-7	-0.2	0
CCc1ccc(S(=O)(=O)Nc2cc3c4c(oc3c3ccccc23)CCCC4)cc1	-0.8	13	-0.2	0
Cn1c(=O)n(C)c2cc(/C=C(/C#N)c3cccc(F)c3)ccc21	3.3	10	-0.1	3
CSc1cccc(C(=O)Nc2ccc(-c3nc4ccccc4[nH]3)cc2)c1	1.9	-52	0.0	-8
CCCCOC(=O)c1ccc(NC(=O)/C=C\c2ccco2)cc1	1.2	-23	0.9	-6
Cc1cc(C)n(-c2nc3sc4c(c3c3n[nH]c(=S)n23)CC(C)(C)OC4)n1	-0.1	-3	0.1	15
CCC(Cc1ccccc1)NS(=O)(=O)c1ccc(F)c(C(=O)Nc2ccccc2OC)c1 (stereo unspecified)	1.5	-7	0.1	14
O=[N+]([O-])c1ccc(-c2ccc(/C=N/Nc3nn[nH]n3)o2)c(Br)c1	-1.2	-9	0.1	3
O=C(Nc1ccc(Oc2ccc(Cl)cc2)cc1)c1cc(-c2ccccc2)nc2c(Br)cc(Br)cc12	0.4	-5	0.0	1
COc1ccc2c(c1)OC(C)CN(C(=O)c1ccc(CN3CCCCC3)cc1)C2 (stereo unspecified)	0.5	-4	0.1	1
CC1(C)CC(=O)C2=C(C1)Nc1ccccc1NC2c1ccc(-c2ccccc2[N+](=O)[O-])o1 (stereo unspecified)	-0.1	-1	0.0	4

Entries of single compounds from above. Values in the order: GPR151 ag	TEAD-YAP block	FBW7 activator	MITF primary
Entry for Cc1cc(C)n(-c2nc3sc4c(c3c3n[nH]c(=S)n23)CC(C)(C)OC4)n1 = -0.1	-3	0.1	15
Entry for O=C(Nc1ccc(Oc2ccc(Cl)cc2)cc1)c1cc(-c2ccccc2)nc2c(Br)cc(Br)cc12 = 0.4	-5	0.0	1

7 entries drawn at random from the list so far, as already listed:
SMILES	GPR151 ag	TEAD-YAP block	FBW7 activator	MITF primary
O=C(Nc1ccc(Oc2ccc(Cl)cc2)cc1)c1cc(-c2ccccc2)nc2c(Br)cc(Br)cc12	0.4	-5	0.0	1
Cn1c(=O)n(C)c2cc(/C=C(/C#N)c3cccc(F)c3)ccc21	3.3	10	-0.1	3
O=C(Nc1cccc(NCc2ccccc2OCC(=O)N2CCCCC2)c1)c1ccccc1Cl	-1.2	0	0.0	8
C=CCNC(=O)CC1C(=O)NCCN1Cc1ccc(OC)cc1OC (stereo unspecified)	-0.4	2	0.0	-10
Cc1[nH]c(=O)[nH]c(=O)c1NC(=O)CSc1nc2c(C)ccc(C)c2cc1C#N	-0.5	-5	0.1	14
Nc1cccc(-c2cccc(C(=O)NCc3nc4ccccc4[nH]3)c2)c1	3.3	4	-0.2	-5
CC(=O)Oc1ccc(N(C(C)=O)S(=O)(=O)c2ccc(C)cc2)cc1Br	-1.6	17	0.7	0

4 compounds out of the list, ordered by SMILES length, falling:
SMILES	GPR151 ag	TEAD-YAP block	FBW7 activator	MITF primary
Cc1cc(C)n(-c2nc3sc4c(c3c3n[nH]c(=S)n23)CC(C)(C)OC4)n1	-0.1	-3	0.1	15
O=C(Nc1cccc(NCc2ccccc2OCC(=O)N2CCCCC2)c1)c1ccccc1Cl	-1.2	0	0.0	8
COc1ccc2c(c1)OC(C)CN(C(=O)c1ccc(CN3CCCCC3)cc1)C2 (stereo unspecified)	0.5	-4	0.1	1
CCCCOC(=O)c1ccc(NC(=O)/C=C\c2ccco2)cc1	1.2	-23	0.9	-6

Next section
SMILES	GPR151 ag	TEAD-YAP block	FBW7 activator	MITF primary
CC(NC(=O)c1cccc(F)c1)c1ccccc1 (stereo unspecified)	-0.7	1	-0.1	12
CC(C)(CO)CNC1CCN(c2ccc(C(=O)NCc3ccc4c(c3)OCO4)cc2)CC1	0.3	9	-0.1	7
Nc1ccc(Oc2ccc3c(c2)C(=O)N(CC2CCCO2)C3=O)cc1 (stereo unspecified)	-1.7	-46	-0.3	2
Cc1n[nH]c(=O)c2cc3ccsc3n12	-0.5	-1	0.0	-11
NNC(=O)CNC(=O)c1ccc2c(c1)OCO2	-0.1	4	0.2	12
Cc1cc(=O)oc(C)c1C(=O)NCCN1CCOCC1	0.2	5	0.0	3
O=c1[nH]cnc2ccc(Br)cc12	0.7	3	-0.2	-11
COc1ccc(CCNC(=O)c2csc(NCCCN3CCCC3=O)n2)cc1	-0.2	-19	0.0	16
O=C(Cn1ncc2ccsc2c1=O)NCCN1CCOCC1	-1.1	5	0.1	16
O=C(CNC(=O)c1ccco1)N=Nc1c(O)[nH]c2ccc([N+](=O)[O-])cc12	0.9	2	-0.1	6
CCOCc1cc(CN2CCC(CCC(=O)NC3CC3)CC2)ccc1OC	-0.5	0	0.0	6
O=C(Nc1ccncc1)c1ccc2c(c1)C(=O)N(C1CCCCC1)C2=O	-0.5	32*	-0.1	-9
Cc1ccc(CN(C)c2ccc(S(=O)(=O)N3CCCC3)cn2)o1	1.5	-2	0.0	-2
CC(=O)c1cc(CN2CCN(C3CCCCC3)C(CCO)C2)cs1 (stereo unspecified)	-0.2	10	-0.1	12
N#CSCCCOc1ccc2ccccc2c1	1.2	47*	0.6	4
CCN(CC)C(=O)Cn1c(-c2ccc(OC)c(OC)c2)nc2ccccc2c1=O	-1.3	-4	0.0	-6
CCOC(=O)c1c(NC(=O)C(C)n2nc(C)c([N+](=O)[O-])c2C)sc(C(C)=O)c1C (stereo unspecified)	-0.1	13	0.5	13
Cn1c(O)c(C(=Nc2cccc([N+](=O)[O-])c2)c2ccccc2)c(=O)n(C)c1=O	0.2	7	-0.5	11
N#C/C(=C\c1cccc(Br)c1)C(=O)Nc1cc([N+](=O)[O-])ccc1F	0.0	-7	-0.2	-9
CC(C)(C)c1cc(Br)cc(C=Nc2cccc3c(=O)[nH][nH]c(=O)c23)c1O	-1.4	-9	0.1	-8
O=C(NCc1ccccc1)N1CCC(c2nnc(-c3ccco3)s2)CC1	2.2	13	0.2	-4
CNC(=O)c1cc2c(=O)n3cc(C)ccc3nc2n(CCc2ccccc2)c1=N	0.0	10	0.2	8
O=c1c(CNc2ccc(F)c(F)c2)coc2ccc(Cl)cc12	1.2	1	0.3	8
Oc1ccc(N=Cc2nc(-c3ccccc3Br)oc2O)cc1	0.1	-37	-0.1	1
CCc1c(C)nc(N)nc1Cl	0.4	2	0.1	11
O=C(NCCS(=O)(=O)N1CCN(c2ccccc2)CC1)c1ccc(F)cc1	0.6	-2	-0.1	5
O=C1CC(c2ccc(Cl)c([N+](=O)[O-])c2)C2=C(CC(c3cccs3)CC2=O)N1 (stereo unspecified)	-0.4	4	0.3	8
CC(=O)Nc1ccc(NC(=O)c2ccc3nc(NC4CCC(O)CC4)sc3c2)cc1 (stereo unspecified)	-1.9	3	-0.1	14
COc1ccc2c(c1)C(C)=CC(C)(C)N2C(=O)CCl	1.1	35*	0.1	-5
O=S(=O)(Nc1nnc(C(F)(F)F)s1)c1ccccc1	1.2	-14	1.2	23
